CCT chaperon mod = cytosolic chaperonin activity modulation | purified chaperonin ATPase assay, HTRF ADP detection, 30 min | activity change, % (test concentration not listed), hits read low | 0.3% of 360,000 active | AID 651819; in the data active = activity change below about -30%; note: % is set by controls: 0 for no effect and ±100 for the full control effect
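We incubate TRiC, 40 or 20 nM final, with library compounds at 76 uM and 10 uM ATP for 30 min at 37 °C. ADP formed is detected with Transcreener HTRF reagents after 30 min at room temperature.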
PTHR1 agonist = activates the human parathyroid hormone receptor PTHR1 | Q03431 | HEK293 GP2 PTHR1 cells, GloSensor cAMP luminescence, 1 h | Potency, µM (series often up to 115 µM), without a hit: at the highest dose activation, actives largely listed as activators | 0.075% of 410,000 active; note: potency is the fitted concentration of half-maximal effect; nearly all actives have a fitted effect of over 55% in size; some results filed as inactive show a strong effect at the top dose; inactives centre near -15; many of its hits are not listed in these tables
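HEK-293-derived GP2 cells expressing PTHR1 and a GloSensor cAMP reporter, 3,000/well, plated overnight, given luciferin plus IBMX (each 0.5 mM as added) for 1 h at 37 °C, then compound for 1 h at 37 °C. Luminescence was read after 15 min at room temperature.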
EPAC2 ag = activates human EPAC2 exchange factor. 0.079% of 360,000 active. Potency, µM (titrated, usually from 154 µM), inactives show top-dose activation, actives largely listed as activators. EPAC2 activation, biochemical qHTS; response scale: 100% = 6.5 mM cAMP response; note: potency is the fitted concentration of half-maximal effect; nearly all actives have a fitted effect of over 50% in size
Target sequence (Q8WZA2 whole entry, looked up): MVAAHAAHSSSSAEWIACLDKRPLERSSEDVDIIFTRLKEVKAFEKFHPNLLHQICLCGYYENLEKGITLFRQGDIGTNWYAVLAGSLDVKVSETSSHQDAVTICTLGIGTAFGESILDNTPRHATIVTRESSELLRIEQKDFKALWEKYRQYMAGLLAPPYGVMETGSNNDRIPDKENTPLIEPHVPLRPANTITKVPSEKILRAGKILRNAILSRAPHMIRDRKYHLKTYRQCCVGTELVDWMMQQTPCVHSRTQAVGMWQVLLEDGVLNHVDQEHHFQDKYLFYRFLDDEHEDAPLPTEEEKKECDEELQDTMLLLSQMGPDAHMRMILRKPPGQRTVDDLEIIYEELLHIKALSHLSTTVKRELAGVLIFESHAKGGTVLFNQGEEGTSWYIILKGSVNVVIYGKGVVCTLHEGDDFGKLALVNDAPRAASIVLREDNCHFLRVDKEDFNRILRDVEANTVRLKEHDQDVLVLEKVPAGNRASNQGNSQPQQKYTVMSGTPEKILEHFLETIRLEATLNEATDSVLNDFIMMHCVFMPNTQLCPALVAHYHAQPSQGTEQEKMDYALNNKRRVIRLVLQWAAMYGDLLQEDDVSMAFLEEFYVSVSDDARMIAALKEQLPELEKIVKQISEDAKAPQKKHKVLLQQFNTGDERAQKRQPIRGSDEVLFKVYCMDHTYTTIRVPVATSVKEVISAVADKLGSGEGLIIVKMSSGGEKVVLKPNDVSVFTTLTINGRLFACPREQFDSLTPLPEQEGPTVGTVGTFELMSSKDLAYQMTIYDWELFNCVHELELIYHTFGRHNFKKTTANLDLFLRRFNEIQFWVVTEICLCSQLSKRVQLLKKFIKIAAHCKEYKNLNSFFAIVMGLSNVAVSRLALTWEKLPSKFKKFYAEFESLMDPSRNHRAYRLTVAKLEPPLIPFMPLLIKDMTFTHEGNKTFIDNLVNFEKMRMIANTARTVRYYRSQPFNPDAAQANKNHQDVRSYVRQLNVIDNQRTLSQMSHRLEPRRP
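In this primary screen, activation is scored as increased exchange of BODIPY-GDP from Rap1B by 100 nM EPAC2, with 50 uM GDP as competitor. Signal is normalized to the 6.5 mM cAMP agonist control.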
Akt phos inh = Akt phosphorylation inhibition; activity change, % for hits at 50 µM; 0.32% of 360,000 active; Neuro2A IGF-stimulated pAkt S473 HTRF, 20 min; active compounds read low; AID 651550; in the data active = activity change below about -80%; inconclusive = mostly about -51% to -80%; note: % is set by controls: 0 for no effect and ±100 for the full control effect
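Neuro2A cells (4,500/well, DMEM with 0.5% FBS) were treated with compound at a single 50 µM final concentration, stimulated with 6 nM IGF for 20 min at 37 °C, and lysed. Phospho-Akt Ser473 was read by HTRF as 665/615 ratio ×10^4.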
D3 ag = D3 dopamine receptor (human) agonism; P35462; D3R DiscoveRx beta-arrestin cells, luminescence, 90 min; max activation, %; 0.58% of 410,000 active; AID 652048; in the data active = max activation above about 30%; note: 0% is about no effect; mostly tested at two doses, the higher about 12 µM
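Agonist-mode cell screen: cells plated at 1500/well and incubated overnight at 37 °C, then exposed to library compounds for 90 min at 37 °C. Detection reagent was added for 30–60 min at room temperature, and luminescence was read.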
MmCpn inh = M. maripaludis TRiC chaperonin inhibition | purified Mm-Cpn ATPase, ADP Transcreener TR-FRET | Potency, µM (top dose mostly 76.9 µM), without a hit: at the highest dose activity, negative = inhibition, most hits filed as inhibitors | 0.031% of 330,000 active | AID 504842; note: potency is the fitted concentration of half-maximal effect; % is set by controls: 0 for no effect and ±100 for the full control effect; nearly all actives have a fitted effect of over 80% in size
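ATP (10 uM final) was added to archaeal chaperonin (25 nM final) after 10 min exposure to test compound at 37°C; after 30 min further incubation, ADP was detected by competitive TR-FRET.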
EPAC2 antag = EPAC2 (human) antagonism; EPAC2 GEF exchange of Rap1B-BODIPY-GDP, fluorescence; Potency, µM (doses to about 114 µM), without a hit: at the top dose activity, negative = inhibition, usual class: inhibitors; 0.18% of 360,000 active; AID 720708; note: potency is the fitted concentration of half-maximal effect; % is set by controls: 0 for no effect and ±100 for the full control effect; nearly all actives have a fitted effect of over 45% in size; many of its hits are not listed in these tables
D3 antag = D3 dopamine receptor (human) antagonism; 2.5% of 360,000 active; AID 652054; max response, negative = inhibition, %; D3R cells, DiscoveRx beta-arrestin luminescence, antagonist mode; active compounds read low; P35462; in the data active = max response below about -50%; inconclusive = no clear call, values can overlap the other calls; note: % is set by controls: 0 for no effect and ±100 for the full control effect; mostly tested at two doses, the higher about 12 µM
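Cells expressing the human receptor were seeded at 1500 cells/well, incubated overnight at 37 degrees C in 5% CO2, then exposed to library compounds with dopamine controls for 90 minutes at 37 degrees C before luminescent detection.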
Numbers without * were called inactive; i = inactive; ? = inconclusive; . = no result given; & = joins results of further samples; [ ] = another dose, or the depositor's remark. Unless noted, calls come from the whole dose curve; as a rule, active = well fitted curve in the direction sought with a large enough effect; inconclusive = small, poorly fitted or top-dose-only effect, or another doubt; inactive = no such curve, though single readings can be large; an effect the other way counts as inactive or inconclusive.

entry	Molecule	Akt phos inh	EPAC2 antag	EPAC2 ag	CCT chaperon mod	D3 antag	D3 ag	PTHR1 agonist	MmCpn inh
1	Cc1cccc(Oc2nc(-c3ccncc3)nc3ccccc23)c1	i	?	9%	-1.8	20	3	i	-2%
2	CCCCN1C(=O)C(=O)N(CC(=O)Nc2sc(CC)cc2C(=O)OCC)C1=O	i	-14%	6%	-3.3	2	9	i	0%
3	O=C1C2CC=CCC2C(=O)N1c1cccc(OS(=O)(=O)c2ccc3ccccc3c2)c1 (stereo not drawn)	i	5%	5%	-2.5	21	17	-15%[57.5 µM]	-7%
4	COCCN(C(=O)Cn1nnc2ccccc21)C(C(=O)NC1CCCCC1)c1ccc(OC)cc1OC (stereo not drawn)	i	-6%	3%	-1.1	-14	-6	23%[57.5 µM]	2%
5	Cc1cc2c(cc1S(=O)(=O)NCc1ccccc1Cl)OCCN2C	i	?	0%	-2.8	6	5&-21	-25%	1%
6	Cc1cccc(C(=O)OCC(=O)NN2C(=O)NC3(CCCCC3)C2=O)c1	i	-2%	2%	-1.9	5	-15	13%	2%
7	COc1ccc(/C(=N\O)c2ncc(C(F)(F)F)cc2Cl)cc1	i	4%	6%	-0.5	?	-2	i	-1%
8	COc1ccc(-c2noc(CCC(=O)NC3CCN(Cc4ccccc4)CC3)n2)cc1	i	6%	-1%	-1.5	0	-3	i	1%
9	Nc1nc2cc(S(=O)(=O)NC3=NCCCCC3)ccc2s1	i	-1%	6%	-0.9	-4	3	i	-18%
10	CCn1cnc2cc(NCc3cccc(OC)c3O)ccc21	i	12%	4%	-1.9	-18	-13	-1%[57.5 µM]	-2%
11	O=C(NC(Cc1ccc(O)cc1)C(=O)N=Nc1c(O)[nH]c2ccccc12)c1ccccc1 (stereo not drawn)	i	?	-2%	0.7	-1	-3	i	.
12	COc1ccccc1C(=O)NC(=S)Nc1ccc(N2CCCC2)cc1	i	-10%	11%	-1.5	2	-12	-12%	-4%
13	C[C@H]1CNC(=O)c2c(C(=O)N[C@@H](Cc3c[nH]c4ccccc34)C(=O)OC(C)(C)C)ncn21	i	0%	-3%	-0.1	29	12	i	.
14	CC(=O)N1CCN(CC(=O)NC(=O)Nc2ccc3c(c2)OCCO3)CC1	i	8%	-2%	0.2	1	6	i	0%
15	CC(C)(C)C(=O)Nc1nc(C2CCCN2S(=O)(=O)c2ccc(Cl)cc2)cs1 (stereo not drawn)	i	-3%	3%	-0.7	24	2	-8%[57.5 µM]	0%
16	c1ccc(CNC2=NCCCC2)cc1	i	-4%	3%	-2.2	7	6	-10%	2%
17	CC1(C)OC2OC(COC(=O)c3ccccc3)C3OC(C)(C)OC3C2O1 (stereo not drawn)	i	9%	0%	-0.6	13	-1	i	1%
18	CCc1c(-c2ccccc2)ncn1Cc1cccc(-c2ccccc2)c1	i	?	6%	.	10	4	-48%[inhibitor]	.
19	O=C(c1ccc2c(c1)OCO2)c1ccc[nH]1	i	-19%	-4%	-22	12	3	i	.
20	Cc1ccccc1C(=O)c1cccn1CC(=O)NCc1ccc2c(c1)OCO2	i	1%	-9%	-7.9	-7	2	i	-5%
21	Cc1ccccc1NC(=O)CSc1nc(Nc2ccccc2)nc(N2CCOCC2)n1	i	1%	-9%	-1.6	5	0	-3%	1%
22	COC(=O)c1ccc(C(=O)NC(=S)Nc2ccc3nc(SC)sc3c2)cc1	i	7%	8%	-0.5	5	1	i	-2%
23	COc1cccc(-n2c(COc3ccc(C)cc3)nnc2SCC(=O)O)c1	i	3%	6%	-1.1	-13	3	i	?
24	CCOc1ccc(NC(=O)CN(C)C(=O)CCN2C(=O)C3CC=CCC3C2=O)cc1OCC (stereo not drawn)	i	-3%	11%	-1.2	-3	-7	i	0%
25	O=C(CNC(=O)c1ccccc1Cl)NCCc1cccs1	i	-25%	-2%	2.7	-10	3	i	0%
26	O=C(COC(=O)c1ccc(Br)cc1)NCCc1ccccc1	i	20%	-10%	-0.3	5	1	i	-2%
27	CCn1c(SCC(=O)Nc2cc(C)on2)nc2sc3c(c2c1=O)CCCC3	i	6%	-4%	4.5	14	8	i	-10%
28	Cc1cc(NO)nc(-c2ccc(Br)cc2)n1	i	-6%	6%	-0.6	24	-10	-19%	0%
29	Nc1ccc(S(=O)(=O)c2ccc(N)nc2)cc1	i	3%	8%	-0.8	-13	6	i	.
30	O=C(CNC(=O)c1ccccc1F)NNC(=O)c1ccccc1O	i	-8%	5%	0.9	-59*	-15	?	2%
31	Cc1[nH]c(=O)[nH]c(=O)c1CSc1nnc([C@@H](NC(=O)OC(C)(C)C)C(C)C)o1	i	1%	-1%	1.0	-8	5	i	0%
32	O=S(=O)(NCc1nc(-c2ccccc2)no1)c1ccc(F)cc1	i	-21%	-5%	1.4	7	1	i	0%
33	CCN1CCCC1CNC(=O)c1ccc2c(c1)NC(=O)/C(=C\c1ccccc1Cl)S2 (stereo not drawn)	i	11%	-2%	0.9	4	-6	i	.
34	Cc1cc(C(C)(C)C)cc(S(=O)(=O)Nc2cccc(C(=O)O)c2)c1C	i	-2%	7%	1.0	43	1	-18%	0%
35	COc1c(/C=N/NS(=O)(=O)c2ccc(C)cc2)c(CCN(C)C(C)=O)cc2c1OCO2	i	10%	15%	0.0	-3	5	i	-1%
36	Cc1noc(C)c1S(=O)(=O)Nc1ccc(C(=O)Nc2ccc(OC(F)(F)F)cc2)cc1	i	-10%	4%	-0.5	0	-4	-8%	2%
37	O=C(CCN1C(=O)C2C3CCC(C3)C2C1=O)Nc1ccccc1C(F)(F)F (stereo not drawn)	i	11%	-3%	-5.2	-18	1	i	3%
38	COc1cc2c(cc1OC)C(c1c(Cl)cccc1Cl)=NCC2	i	?	1%	0.7	-4	-2	-5%	.
39	Cc1ccc(-c2cc(-c3ccccc3O)nc(N/N=C/c3cccnc3)n2)cc1	i	8%	-10%	0.1	22	24	-9%[57.5 µM]	-1%
40	CCOC(=O)N1CCN(C(=O)CSc2nnc(-c3cc(OC)ccc3OC)o2)CC1	i	11%	-6%	1.4	1	1	i	-2%
41	CC(C)NC(=O)Nc1ccc(Br)cc1Cl	i	8%	7%	-2.5	3	2	-21%	-1%
42	O=C(c1ccco1)N1CCN(S(=O)(=O)c2cc(Cl)ccc2Cl)CC1	i	-1%	11%	0.5	0	9	-23%	0%
43	CC(=O)Nc1cccc(N2C(=O)CC(N3CCC(C(=O)N4CCCCC4)CC3)C2=O)c1 (stereo not drawn)	i	-1%	15%	-5.0	-59*	4	i	-1%
44	O=c1oc(-c2cccs2)nc2c1cnn2-c1ccccc1	i	-9%	3%	-1.1	-56*	0	i	0%
45	COc1ccccc1NC(=O)Nc1cccnc1	i	3%	-2%	0.1	-30	-13	-5%	1%
46	Cc1nn(C)cc1CNC(=O)/C=C/c1cnn(C)c1	i	-1%	5%	1.7	0	-1	i	1%
47	Cc1nc2c(C)cccc2cc1C(=O)N/N=C/c1cccnc1	i	-8%	0%	-4.4	8	1	-30%[inhibitor]	-3%
48	C[n+]1cn(CC(O)COCc2ccccc2)c2ccccc21 (stereo not drawn)	i	1%	9%	-1.0	5	-2	i	2%
49	CC(C)c1ccc(-c2nc3c([nH]2)c(=O)n(C)c(=O)n3C)cc1	i	8%	-18%	0.5	0	4	i	0%
50	CN(C)c1cccc(C(=O)n2cc(C(=O)c3cc(F)ccc3O)cn2)c1	i	-3%	-9%	1.8	2	4	i	0%
51	Cc1cccc(/C=C/c2onc(C)c2S(=O)(=O)N2CCC(C(=O)N3CCCCCC3)CC2)c1	i	13%	7%	-0.1	-20	-12	-24%	3%
52	Cc1ccc(N(CC(O)Cn2c3ccccc3c3ccccc32)S(C)(=O)=O)c(C)c1 (stereo not drawn)	i	0%	14%	-0.4	-21	7	i	-1%
53	Cc1cc(N(CC(=O)O)S(C)(=O)=O)ccc1Br	i	2%	4%	-1.4	6	1	-4%[57.5 µM]	1%
54	CCOC(=O)C1CCN(C(=O)N2CCOCC2)CC1	i	11%	-5%	-1.1	10	-2	i	-2%
55	O=C(Cn1c(=O)n2ncnc2c2c3c(sc21)CCCC3)c1ccccc1	i	1%	-6%	-4.4	29	18	i	-1%
56	NC(=O)Cn1cc(/C=N\NS(=O)(=O)c2ccccc2)c2ccccc21	i	5%	3%	-0.5	-5	10	-14%	-3%
57	Cc1ccc(S(=O)(=O)N(Cc2n[nH]c(=S)n2-c2ccccc2)c2cccc(Cl)c2)cc1	i	-4%	7%	0.9	1	1	-7%	-9%
58	CS(=O)(=O)c1ccc2nnn(OCC(=O)Nc3ccc(Br)cc3Br)c2c1	i	8%	-7%	1.1	5	2	-66%	1%
59	CCOc1ccc(NS(=O)(=O)c2ccc(C(=O)NCC3(N4CCCCC4)CCCCC3)cc2)cc1	i	-1%	-3%	-1.1	-2	-6	i	-1%
60	Cc1ccc(C2=NC(=O)/C(=C/c3cc(O)c(O)c(Br)c3)S2)cc1	i	-22%	-1%	0.3	9	29	-21%	-1%
61	O=C(CN1C(=O)NC2(CCCCCC2)C1=O)NCCc1ccc(F)cc1	i	8%	6%	-1.1	12	8	i	-1%

3 compounds already listed, ordered by formula weight, smallest number first.
entry	Molecule	Akt phos inh	EPAC2 antag	EPAC2 ag	CCT chaperon mod	D3 antag	D3 ag	PTHR1 agonist	MmCpn inh
41	CC(C)NC(=O)Nc1ccc(Br)cc1Cl	i	8%	7%	-2.5	3	2	-21%	-1%
47	Cc1nc2c(C)cccc2cc1C(=O)N/N=C/c1cccnc1	i	-8%	0%	-4.4	8	1	-30%[inhibitor]	-3%
37	O=C(CCN1C(=O)C2C3CCC(C3)C2C1=O)Nc1ccccc1C(F)(F)F (stereo not drawn)	i	11%	-3%	-5.2	-18	1	i	3%

A portion of the library; count on the stated rates, not on these rows.
